TEAD-YAP inh: TEAD-YAP interaction inhibition. inhibition, % at 9.12 µM. 1.4% of 640,000 active. HEK-TIYL cells, TEAD-Gal4/YAP UAS-luciferase luminescence. AID 1259422; in the data active means inhibition above about 32%;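 further: 0% = median of test compound wells and 100% = reference inhibitor wells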
GPR151 activ: activates the human receptor GPR151. Q8TDV0. 1% of 650,000 active. AID 1508602. activation, % at 11.2 µM. PathHunter beta-arrestin GPR151 cells, luminescence; in the data active means activation above about 4.9%;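 further: 0% = median of compound wells and 100% = cells with positive control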
MITF inh: inhibitors of human MITF; AlphaScreen MITF homodimerization, bead proximity signal; inhibition, % at 2.6 µM; 0.91% of 650,000 active; in the data active means inhibition above about 50%;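 further: 0% = vehicle wells with protein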
FBW7 activator: activators of human E3 ligase FBW7 | Q969H0 | AlphaScreen FBW7–phospho-cyclin E peptide binding, activator screen | normalized activity (activation), % at 26.1 µM | 0.13% of 650,000 active; in the data active means normalized activity above about 1.9%;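 further: purified mutant Fbw7 with reduced substrate affinity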
Target sequence (Q969H0 whole entry, looked up): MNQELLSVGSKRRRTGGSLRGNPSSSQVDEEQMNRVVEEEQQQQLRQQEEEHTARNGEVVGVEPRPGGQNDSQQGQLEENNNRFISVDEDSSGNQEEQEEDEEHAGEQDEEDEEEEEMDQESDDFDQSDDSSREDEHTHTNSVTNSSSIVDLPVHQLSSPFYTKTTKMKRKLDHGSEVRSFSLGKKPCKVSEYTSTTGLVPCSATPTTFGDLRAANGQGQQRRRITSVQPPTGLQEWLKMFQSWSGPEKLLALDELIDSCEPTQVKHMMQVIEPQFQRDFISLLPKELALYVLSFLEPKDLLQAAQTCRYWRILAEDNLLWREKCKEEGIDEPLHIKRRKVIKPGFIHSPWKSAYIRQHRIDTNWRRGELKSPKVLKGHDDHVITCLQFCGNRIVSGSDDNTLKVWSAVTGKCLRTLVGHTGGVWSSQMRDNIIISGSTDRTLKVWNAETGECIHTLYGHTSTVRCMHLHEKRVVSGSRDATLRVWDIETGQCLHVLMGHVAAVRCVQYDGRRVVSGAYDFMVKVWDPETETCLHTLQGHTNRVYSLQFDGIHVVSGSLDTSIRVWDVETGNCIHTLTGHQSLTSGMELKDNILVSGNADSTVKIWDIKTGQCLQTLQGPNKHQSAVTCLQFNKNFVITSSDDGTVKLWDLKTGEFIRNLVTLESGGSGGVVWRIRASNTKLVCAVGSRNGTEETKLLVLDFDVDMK
Numbers without * were called inactive.

Sample of the layout:
SMILES	TEAD-YAP inh	GPR151 activ	MITF inh	FBW7 activator
CCCn1c(=O)c2ccccc2n2c(SCC(=O)N3CCCCC3C)nnc12 (configuration not stated)	4	-2.0	-10	-0.3
Brc1ccc(Nc2nc3nonc3nc2N2CCN(Cc3ccccc3)CC2)cc1	1	-0.2	20	0.3
O=C1CC(N2CCCC2)C(=O)N1c1ccc([N+](=O)[O-])cc1 (configuration not stated)	-2	-1.3	-3	0.2
Cc1ccc(-c2cc(OC(=O)c3ccc(Cl)cc3)cc3sc(=O)oc23)cc1	3	0.2	0	-0.1
O=C1C(Cl)=C(NCCc2ccccc2)C(=O)N1c1ccccc1	-13	1.4	5	0.3
Cn1c(SCC(N)=O)nnc1C1CCN(C(=O)NCc2ccccc2)CC1	-2	0.0	0	-0.2
COc1ccc(OC)c(/C=C(\C#N)C(=O)Nc2ccc([N+](=O)[O-])cc2Cl)c1	2	-1.1	11	1.4

All compounds of this part, from the first entry:
SMILES	TEAD-YAP inh	GPR151 activ	MITF inh	FBW7 activator
CCCn1c(=O)c2ccccc2n2c(SCC(=O)N3CCCCC3C)nnc12 (configuration not stated)	4	-2.0	-10	-0.3
Brc1ccc(Nc2nc3nonc3nc2N2CCN(Cc3ccccc3)CC2)cc1	1	-0.2	20	0.3
O=C1CC(N2CCCC2)C(=O)N1c1ccc([N+](=O)[O-])cc1 (configuration not stated)	-2	-1.3	-3	0.2
Cc1ccc(-c2cc(OC(=O)c3ccc(Cl)cc3)cc3sc(=O)oc23)cc1	3	0.2	0	-0.1
O=C1C(Cl)=C(NCCc2ccccc2)C(=O)N1c1ccccc1	-13	1.4	5	0.3
Cn1c(SCC(N)=O)nnc1C1CCN(C(=O)NCc2ccccc2)CC1	-2	0.0	0	-0.2
COc1ccc(OC)c(/C=C(\C#N)C(=O)Nc2ccc([N+](=O)[O-])cc2Cl)c1	2	-1.1	11	1.4
COc1cc(/C=N/NS(=O)(=O)c2ccc(Cl)cc2)cc(OC)c1OC	12	0.0	14	0.2
CCOc1ccc(C(=O)Nc2cccc(C)n2)cc1OCC	-22	1.4	12	0.0
CCOC(=O)c1c(NCC2CCCO2)c2ccccc2[nH]c1=O (configuration not stated)	0	1.3	4	0.1
CCOCc1nnc(NC(=O)c2c(OC)cccc2OC)s1	3	-1.1	14	0.5
CCCC(c1nnnn1CCOC)N1CCN(c2cccc(Cl)c2)CC1 (configuration not stated)	0	-0.1	-9	-0.1
CN(Cc1cccc2ncccc12)C(=O)CC1C(=O)NCCN1Cc1ccc(F)cc1 (configuration not stated)	0	-0.3	15	0.2
COCCNC(=S)NNc1ccc(Cl)c(C(=O)O)c1	-4	1.2	4	-0.3
COc1ccc(C(=O)NCCS(=O)(=O)N2CCN(c3ncccn3)CC2)cc1OC	-2	0.8	9	0.3
CC(C)(C)c1csc(CN2CCN(CC(=O)Nc3ccc4c(c3)OCO4)CC2)n1	9	-1.0	79*	-0.5
Cc1ccc(OCC(=O)Nc2ccccc2C(N)=O)cc1C	-28	-1.1	21	0.1
CN(CCC#N)C(=O)CSc1nnnn1-c1ccc(O)cc1	-2	0.3	-8	0.1
CC(=O)N1CCc2cc(S(=O)(=O)CCC(=O)Nc3cc(C)ccc3C)ccc21	-4	-0.1	-12	-0.1
CCOc1ccc(C(=O)NCC(=O)OCc2cc(=O)oc3cc(CC)ccc23)cc1	3	-0.4	-5	0.1
c1ccc(-c2cc(NCCc3c[nH]c4ccccc34)ncn2)cc1	-20	0.5	19	0.0
O=C(Nc1ccc(S(=O)(=O)NC2CCCCC2)cc1)c1cccs1	5	1.5	15	-0.1
COc1ccccc1N1CCN(C(c2ccc(N(C)C)cc2)c2nnnn2C(C)(C)C)CC1 (configuration not stated)	-4	-0.4	-3	-0.2
CCOc1ccccc1-n1c(COc2ccccc2)nnc1SCC(N)=O	4	-1.7	12	-0.1
CCOC(=O)c1ccc(NS(=O)(=O)c2ccc3c(c2)SC(C)CN3C(C)=O)cc1 (configuration not stated)	2	-0.1	11	0.2

Fetched one by one from the list above:
SMILES	TEAD-YAP inh	GPR151 activ	MITF inh	FBW7 activator
COc1ccc(C(=O)NCCS(=O)(=O)N2CCN(c3ncccn3)CC2)cc1OC	-2	0.8	9	0.3
CCCn1c(=O)c2ccccc2n2c(SCC(=O)N3CCCCC3C)nnc12 (configuration not stated)	4	-2.0	-10	-0.3
CCOC(=O)c1ccc(NS(=O)(=O)c2ccc3c(c2)SC(C)CN3C(C)=O)cc1 (configuration not stated)	2	-0.1	11	0.2

The listing picks up; the 5 compounds before the break are reprinted first.
SMILES	TEAD-YAP inh	GPR151 activ	MITF inh	FBW7 activator
c1ccc(-c2cc(NCCc3c[nH]c4ccccc34)ncn2)cc1	-20	0.5	19	0.0
O=C(Nc1ccc(S(=O)(=O)NC2CCCCC2)cc1)c1cccs1	5	1.5	15	-0.1
COc1ccccc1N1CCN(C(c2ccc(N(C)C)cc2)c2nnnn2C(C)(C)C)CC1 (configuration not stated)	-4	-0.4	-3	-0.2
CCOc1ccccc1-n1c(COc2ccccc2)nnc1SCC(N)=O	4	-1.7	12	-0.1
CCOC(=O)c1ccc(NS(=O)(=O)c2ccc3c(c2)SC(C)CN3C(C)=O)cc1 (configuration not stated)	2	-0.1	11	0.2
O=C(CCN1Cc2ccccc2OC(c2ccccc2F)C1)NCc1ccco1 (configuration not stated)	4	-1.1	-2	0.0
Cc1ccc(NC(=O)CCCC(=O)O)cc1	4	-1.3	5	-0.1
O=C(CCl)Nc1cn(-c2ccccc2)nc1-c1ccc(F)cc1	4	2.8	-6	0.0
Cc1cccc(NC(=O)c2ccc(NCCO)c([N+](=O)[O-])c2)n1	-68	1.2	17	-0.3
CCN(CC)C(=O)c1sc(NC(=O)C2(C)CC2(Cl)Cl)c(C#N)c1C (configuration not stated)	-9	1.0	-6	0.0
COC(=O)C1=CN(C23CC4CC(CC(C4)C2)C3)C=C(C(=O)OC)C1c1ccc(Cl)s1	-11	-0.2	-7	-0.1
O=C1OC(Nc2nc(-c3ccc(F)cc3)cs2)c2ccccc21 (configuration not stated)	-37	0.4	-7	0.1
CCC(=O)N1CCc2cc(S(=O)(=O)NCC(=O)O)ccc21	-8	0.4	-8	-0.1
O=C(COc1ccccc1)Nc1ccc(N2CCC(NCCn3ccnc3)CC2)cc1	3	0.3	7	-0.1
COc1ccc(-n2c(-c3ccccc3)cn3c4c(=O)[nH]c(=O)n(C)c4nc23)cc1Cl	-5	-1.2	13	-0.1
COc1ccc([N+](=O)[O-])cc1NC(=O)CC1SCC(C(=O)O)NC1=O (configuration not stated)	-3	-0.8	1	-0.2
O=C(CN1CCc2ccccc21)Nc1nnc(-c2cccs2)s1	1	-1.4	-4	-0.2
O=C(N1CCN(c2cccc(Cl)c2)CC1)C1(c2cccs2)CCOCC1	-8	-0.3	-6	-0.1
CCC(C)NC(=O)CN1CCN(Cc2ccc(Cl)cc2)C1=O (configuration not stated)	-2	3.2	0	0.1
CC(NC(=O)/C(C#N)=C/c1ccccc1Cl)c1ccccc1 (configuration not stated)	1	3.5	-6	-0.1
Cn1/c(=N/N=C(\CCC(=O)O)c2cccs2)sc2ccccc21	-7	-3.0	5	-0.1
NNC(=O)CCc1nc2ccc(O)cc2[nH]1	0	0.1	14	0.1
O=C(COc1ccc(I)cc1)Nc1ccc2c(c1)oc1ccccc12	1	-1.1	10	0.4
C=CCNCCOCCOc1cc(C)ccc1C(C)(C)C	7	4.5	66*	0.1
O=C(CSc1ncnc2c1nnn2-c1ccc(F)cc1)N1CCOCC1	-7	-0.1	-1	0.0
CC(Nc1cc(N2CCN(S(=O)(=O)c3ccc4ccccc4c3)CC2)ccc1[N+](=O)[O-])c1ccccc1 (configuration not stated)	-3	0.3	20	0.0
CC(=O)Oc1ccc(C2C(C(=O)OCCc3ccccc3)=C(C)NC3=C2C(=O)CC(c2ccccc2)C3)cc1 (configuration not stated)	-3	-0.8	-7	0.4
O=C(CSc1nnc2ncccn12)Nc1ccccc1-c1ccccc1	9	-0.9	-1	0.5
CC1(C)CC(=O)C=C(NNC(=S)Nc2ccccc2)C1	-30	0.9	-4	0.1
Nc1nc(SCCCN2C(=O)c3cccc4cccc(c34)C2=O)nc2sc3c(c12)CCCC3	6	0.6	-19	-0.2

Continuation:
SMILES	TEAD-YAP inh	GPR151 activ	MITF inh	FBW7 activator
O=C(O)c1cccc(NC2SC(=O)N(Cc3ccc([N+](=O)[O-])cc3)C2=O)c1 (configuration not stated)	14	1.2	8	0.4
CCOCC(=O)NCC(c1ccc(C)cc1)N1CCN(C)CC1 (configuration not stated)	7	-0.8	-6	0.0
CCOc1cccc(-c2cc(C(=O)Nc3sc4c(c3C#N)CCC(C(C)(C)C)C4)c3ccccc3n2)c1 (configuration not stated)	11	1.3	5	-0.1
CC(c1ccccc1)n1cnc2c(cnn2-c2ccc(F)cc2)c1=O (configuration not stated)	10	-0.1	-14	0.0
CCOC(=O)c1cccc(NC(=O)c2ccccc2OCC)c1	-4	5.5*	9	0.2
Cc1ccc(-c2csc(NC(=O)c3ccc(S(=O)(=O)N4CCc5ccccc5C4)cc3)n2)cc1C	-6	1.7	2	-0.1
O=C(COC(=O)c1c2c(nc3ccccc13)CCCC2)c1ccc([N+](=O)[O-])cc1	-5	2.5	20	0.2
COc1cccc(-c2ccccc2NC(=O)C2CCN(C3CCOCC3)CC2)c1	-8	0.2	20	-0.2
COc1ccccc1CCc1nnc(CCC(=O)N2CCCCC2)o1	-21	1.4	3	0.2
COc1ccc(CNCCC(c2ccc(F)cc2)C2CCOC(C)(C)C2)cc1 (configuration not stated)	1	-0.3	9	0.1
Cn1c(=O)[nH]c(=O)c2ccccc21	0	0.0	-2	0.0
COc1ccc(C(=O)Nc2ccccc2C(=O)NCCc2ccc(OC)c(OC)c2)cc1	14	1.6	-3	-0.1
O=c1/c(=C\c2cc(Br)ccc2OCc2ccccc2)sc2nc3ccccc3n12	-2	-0.6	13	0.3
COc1cccc(-c2nc(C(N)=O)c3[nH]c(=O)n(-c4ccccc4)c3n2)c1O	-7	-0.8	9	0.1
CC(C)n1c(Nc2ccc(-n3ccnc3)cc2)nc2c(Nc3ccccc3)ncnc21	49*	-6.0	1	-0.1
CN(C)c1ccc(CNCc2ccccc2)cc1	2	-0.4	8	-0.3
O=C(CCNS(=O)(=O)c1cccs1)OCc1cc(=O)oc2cc3c(cc12)CCC3	-2	-1.0	1	-0.1
Cc1ccc2nc3ccc(N4CCCCC4)nn3c(=O)c2c1	-21	-0.4	6	-0.1
CC(CNC(=O)C(C)n1c2ccccc2c2cn[nH]c(=O)c21)c1ccccc1 (configuration not stated)	-11	0.3	7	0.1
COc1cc(CO)c(Br)cc1OCCc1ccccc1	-10	-0.8	4	-0.2
OCCCN(CC(O)COc1ccccc1)CC(O)COc1ccccc1 (configuration not stated)	6	-0.2	9	0.1
COc1cc2c(cc1OC)CC1(CCCC1)N=C2	-4	0.7	-4	0.0
Cc1cc(C)cc(NC(=O)C2CCCN2S(=O)(=O)c2cccc3cccnc23)c1 (configuration not stated)	-41	-0.6	7	0.8
COc1cccc(C2=CC(c3ccccc3F)n3c(nc4ccccc43)N2)c1 (configuration not stated)	-57	2.9	11	-0.1
Cc1ccc(-n2c(SCC#N)nc3sc4c(c3c2=O)CCCC4)cc1	3	-2.2	9	0.0

Additional records follow:
SMILES	TEAD-YAP inh	GPR151 activ	MITF inh	FBW7 activator
Cc1cc(C)c(S(=O)(=O)N2CCSC2)cc1C	7	-0.2	7	0.1
Cc1ccc(NC(=O)c2snnc2C)cc1C	-22	-9.1	18	0.9
CCCCCCS(=O)(=O)Nc1ccc(C(=O)OCC)cc1	0	-0.3	0	0.0
CC(C)CC(=O)N1CCCC(c2nc3c(nnn3Cc3ccccc3)c(=O)[nH]2)C1 (configuration not stated)	5	-0.1	5	-0.1
COc1ccc(CC(=O)Nc2ncc3ccc(-c4cn[nH]c4)cc3c2C#N)cc1	27	-2.8	0	-0.1
Cc1cc2nc(C3CCCCN3C(=O)c3ccn[nH]3)[nH]c2cc1C (configuration not stated)	-5	-0.1	2	-0.1
CC(=O)N1CCN(S(=O)(=O)c2ccc(S(=O)(=O)N3CCC(C)CC3)cc2)CC1	-2	-0.7	15	0.0
Cc1nc2ccc(NC(=O)c3ccc(Br)o3)cc2s1	-69	-2.2	-12	-0.2
COc1ccc(/C=N\Nc2nc3ccccc3s2)cc1	42*	-2.2	-3	-0.3
CCCCC(CC)C(=O)Nc1ccc(N(CC)CC)cc1 (configuration not stated)	6	2.8	-1	0.2
Cc1ccc(-c2nc3c(cnn3-c3ccccc3)c(=O)n2-c2ccccc2)cc1	-1	0.7	10	-0.1
CCOC(=O)c1cc(N2C(=O)C3C4C=CC(C4=C(C)C)C3C2=O)ccc1Cl (configuration not stated)	1	-0.6	14	-0.1
O=C(Cn1nnc(-c2ccc3c(c2)OCO3)n1)Nc1ccc(OC(F)(F)F)cc1	-1	1.7	10	0.3
COCCCn1c2c(c(=O)[nH]c1=O)C(c1ccccc1)C1=C(N2)c2ccccc2C1=O (configuration not stated)	-11	0.6	19	0.2
O=C(COC(=O)c1cc(Br)ccc1O)NC(=O)NC1CCCC1	10	0.1	-4	-0.1
CCOc1cccc(N(CCCN2C(=O)c3cccc4cccc(c34)C2=O)C(=O)c2ccc(C(=O)c3ccccc3)cc2)c1	0	1.8	-3	-0.1
CCCCCn1c(CCCNC(C)=O)nc2ccccc21	-7	0.1	10	0.1
O=C(O)c1cccc(S(=O)(=O)Nc2ccccc2O)c1	-1	-1.1	11	0.2

Compound activity as filed in PubChem.
